# proCasp3 act: activators of human procaspase-3 D3A mutant, primary screen, biochemical, absorbance, PC-3 D3A mutant, single concentration; recombinant procaspase-3 D3A, Ac-DEVD-pNA absorbance 405 nm; activation, % at 8.5 µM; 330,000 tested, 0.11% active;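 active means activation above the mean of all tested compounds plus 3 SD, cut at about 21% in these data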;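 further: 0% = DMSO alone and 100% = DMSO wells spiked with extra 5 µM PC-3 D3A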
#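 Test system: Procaspase-3 D3A mutant; medium: Zinc-free HEPES/NaCl buffer with 0.01% Triton X-100 at pH 7.4; reagent: DEVD-pNA substrate; doses: one concentration, 8.5 µM nominal, 0.8% DMSO; times: 1 h preincubation plus 2 h reaction at 25 °C; signal: Epi-absorbance at 405 nm of released p-nitroaniline, 0 and 120 min; replicates: singlicate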
# RPL19A TOR yeast: RPL19A-GFP expression modulators in yeast, primary screen, cell-based, S. cerevisiae, multiplex flow cytometry, MLPCN; S. cerevisiae RPL19A-GFP strain, 3 h; stronger effect = lower value; 330,000 tested, 0.3% active; percent response vs DMSO, % at 10 µM;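 active means percent response vs DMSO below 50%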;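 further: median channel GFP fluorescence of the barcoded RPL19A-GFP strain; ratio of sample median GFP to plate DMSO average so 100% = DMSO; lower means less RPL19A-GFP as with rapamycin TOR inhibition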
# MEP2-GFP yeast: modulators of MEP2-GFP levels in yeast, primary screen, S. cerevisiae, multiplex flow cytometry, MLPCN library; AID 2016, 2009; S. cerevisiae MEP2-GFP strain, 3 h; 100% = DMSO control level; 330,000 tested, 0.51% active; GFP response vs DMSO, % at 10 µM;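 active means GFP response versus DMSO above a set limit, roughly screen mean plus 3 SD, cut at about 180% in these data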;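 further: median GFP fluorescence of the barcode-gated MEP2-GFP cells per well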
# AHR activator: AHR activators, primary screen, cell-based, luminescence, luciferase reporter, human; activation, % at 5 µM; AID 2796, 2010; Aryl hydrocarbon receptor (Homo sapiens), P35869; 320,000 tested, 2.5% active; AHR-responsive luciferase reporter cells; in the data active means activation above about 47%;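 further: 0% = vehicle wells and 100% = reference agonist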
# proCasp7 act: procaspase-7 activators, primary screen, counter-screen for procaspase-3 activator project, biochemical, absorbance, HTS, human; recombinant procaspase-7, Ac-DEVD-pNA absorbance 405 nm; D23A/D198A/D206A triple mutant, cannot self-cleave; scale: DMSO 0, 5 µM enzyme 100; Caspase-7 (Homo sapiens), P55210; activation, % at 8.5 µM; 330,000 tested, 0.093% active;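 active means percent activation above the screen-wide mean plus 3 SD, cut at about 25% in these data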
#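 Material: Procaspase-7 triple mutant (PC-7 D3A) | Quantity: 2 µM procaspase-7 mutant as dispensed | Reagent: DEVD-pNA substrate | Times: 1 h preincubation, 2 h reaction | Technique: 405 nm absorbance of p-nitroaniline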
# EBNA-1 inhibitor: EBNA-1 DNA-binding inhibitors, primary screen, biochemical, fluorescence polarization; inhibition, % at 14.8 µM; 300,000 tested, 0.34% active; in the data active means inhibition above about 28%
# ZTA DNA inh: ZTA (EBV) inhibition in EBNA-1 counter-screen | ZTA-DNA binding, fluorescence polarization | inhibition, % at 11 µM | 320,000 tested, 0.15% active; in the data active means inhibition above about 33%
# LAP4 TOR yeast: modulators of LAP4-GFP expression in yeast, primary screen, S. cerevisiae, multiplex flow cytometry, MLPCN library; 3 h; median GFP as percent of DMSO wells; GFP response vs DMSO, % at 10 µM; 320,000 tested, 0.34% active; AID 2023, 2009;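 active means GFP response vs DMSO above a set limit, about the screen mean plus 3 SD, cut at about 150% in these data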
# * hit, by the source's call; · = no result given.
(1) CCN(CCNC(=O)C1CCCN(S(=O)(=O)CC)C1)c1ccccc1 (stereo unspecified)
(2) O=C(c1cc2ncc(Br)cn2n1)N1CCCCC1
(3) O=C(c1ccccc1O)N1N=C(c2ccccc2)CC1(O)C(F)(F)F (stereo unspecified)
(4) O=C(O)c1ccc(/C=N/NC(=O)C2CC2(c2ccccc2)c2ccccc2)cc1 (stereo unspecified)
(5) Cc1cc(=O)[nH]c(SCC(=O)NCC2CCCCC2)c1C#N
(6) CCSc1nnc(N2C(=O)C(O)=C(C(=O)c3ccco3)C2c2cccc(OC)c2)s1 (stereo unspecified)
(7) COc1cccc(-c2noc(-c3cccnc3)n2)c1
(8) CC1=C/C(=C(/c2cc(C)c(O)c(Br)c2)c2ccccc2S(=O)(=O)O)C=C(Br)C1=O
(9) Cc1ccc(NC(=O)C(CC(C)C)NC(N)=O)cc1Cl (stereo unspecified)
(10) CCc1cccc2c(C=C(C#N)C#N)cn(CC(=O)N3CCCCC3)c12
Assay by compound	1	2	3	4	5	6	7	8	9	10
LAP4 TOR yeast	108	95	95	102	98	99	104	115	98	94
proCasp7 act	11	-2	12	14	-3	-11	4	-5	10	4
AHR activator	1	-2	7	3	1	5	85*	0	3	2
proCasp3 act	-2	-3	5	5	4	-8	0	9	2	13
EBNA-1 inhibitor	8	-1	9	-6	5	3	-3	11	-6	6
RPL19A TOR yeast	105	101	108	103	96	99	104	103	105	95
ZTA DNA inh	18	12	-5	-11	13	2	6	4	0	-16
MEP2-GFP yeast	105	101	100	102	97	98	110	104	106	106

(11) O=C(Nc1cccc(Cl)c1)OCc1cncs1
(12) N#CC(C#N)=Cc1c(N2CCN(c3ccccc3)CC2)nc2ccccn2c1=O
(13) CCn1c2ccccc2c2cc(NC(=O)CC(C)=O)ccc21
(14) O=C(NC(=S)NCCO)c1cn(-c2ccccc2)nc1-c1ccccc1
(15) O=C1SCCC1NC(=O)C(c1ccccc1)c1ccccc1 (stereo unspecified)
(16) Cc1cccc(C)c1NC(=O)/C(=C/c1ccco1)c1ccccc1
(17) COc1ccc2[nH]c3c(c2c1)CCN1C(=O)N([C@@H](C)C(=O)NCc2ccc(C)cc2)C(=O)[C@]31C
(18) CC(C)(C)NC(=O)CSc1nc2ccccc2n1-c1ccccc1
(19) COc1cccc2sc3cc(NCc4ccc5c(c4)OCO5)ccc3c(=O)c12
(20) CCCCCCn1c(SCCCC)nc2c1c(=O)[nH]c(=O)n2C
Assay by compound	11	12	13	14	15	16	17	18	19	20
LAP4 TOR yeast	95	88	93	109	115	97	105	95	101	102
proCasp7 act	1	0	7	4	2	-8	4	0	-1	5
AHR activator	28	7	57*	5	-2	0	1	3	76*	0
proCasp3 act	-8	3	-5	7	-5	-15	14	-2	-4	0
EBNA-1 inhibitor	-2	11	-13	-9	3	-7	-2	-11	·	2
RPL19A TOR yeast	93	99	103	96	103	96	104	94	97	98
ZTA DNA inh	-4	3	7	-2	1	0	8	2	·	-2
MEP2-GFP yeast	92	105	89	93	116	109	105	89	99	100

(21) O=C(COC(=O)c1ccc(Cl)nc1)NC(=O)c1ccc(OC(F)F)cc1
(22) COCCn1c(=O)[nH]c2cc(C(=O)N3CCN(c4ccc(Cl)cc4)CC3)ccc2c1=O
(23) Cc1ccccc1NC(=S)NCc1ccc2[nH]c3c(c2c1)CCCC3
(24) Cc1ccc(-c2cn3c(=S)[nH]nc3s2)cc1
(25) Cc1ccc(NC(=O)CN2C(=O)c3ccccc3C2=O)cc1
(26) O=C(COC(=O)c1ccccc1-c1ccccc1[N+](=O)[O-])c1ccccc1
(27) Cc1cc(C)c(S(=O)(=O)Nc2ccnc(-c3cccnc3)n2)c(C)c1
(28) Cc1cc(NS(=O)(=O)c2ccc(NC(=O)CCCOc3cccc(C)c3C)cc2)no1
(29) CCOc1ccc(C(=O)OCC(=O)N2CCOCC2)cc1OCC
(30) COc1ccccc1N1CCN(C2CCCN(C(=O)CCC(C)=O)C2)CC1 (stereo unspecified)
Assay by compound	21	22	23	24	25	26	27	28	29	30
LAP4 TOR yeast	112	100	94	110	93	111	102	81	94	94
proCasp7 act	-4	1	-7	-22	0	-2	-1	2	1	0
AHR activator	0	1	36	0	-1	0	3	-2	-1	0
proCasp3 act	6	-7	9	-27	11	6	4	3	10	0
EBNA-1 inhibitor	-4	-8	-5	6	3	-1	4	18	4	-15
RPL19A TOR yeast	99	105	95	106	105	103	95	104	99	99
ZTA DNA inh	10	3	-13	19	5	-10	-5	-7	-15	-32
MEP2-GFP yeast	110	103	98	103	107	109	100	95	104	97

# Ordered by molecular weight (ascending): part of the list above
(24) Cc1ccc(-c2cn3c(=S)[nH]nc3s2)cc1
(25) Cc1ccc(NC(=O)CN2C(=O)c3ccccc3C2=O)cc1
(29) CCOc1ccc(C(=O)OCC(=O)N2CCOCC2)cc1OCC
(20) CCCCCCn1c(SCCCC)nc2c1c(=O)[nH]c(=O)n2C
(18) CC(C)(C)NC(=O)CSc1nc2ccccc2n1-c1ccccc1
(23) Cc1ccccc1NC(=S)NCc1ccc2[nH]c3c(c2c1)CCCC3
(21) O=C(COC(=O)c1ccc(Cl)nc1)NC(=O)c1ccc(OC(F)F)cc1
(19) COc1cccc2sc3cc(NCc4ccc5c(c4)OCO5)ccc3c(=O)c12
(22) COCCn1c(=O)[nH]c2cc(C(=O)N3CCN(c4ccc(Cl)cc4)CC3)ccc2c1=O
(28) Cc1cc(NS(=O)(=O)c2ccc(NC(=O)CCCOc3cccc(C)c3C)cc2)no1
Assay by compound	24	25	29	20	18	23	21	19	22	28
LAP4 TOR yeast	110	93	94	102	95	94	112	101	100	81
proCasp7 act	-22	0	1	5	0	-7	-4	-1	1	2
AHR activator	0	-1	-1	0	3	36	0	76*	1	-2
proCasp3 act	-27	11	10	0	-2	9	6	-4	-7	3
EBNA-1 inhibitor	6	3	4	2	-11	-5	-4	·	-8	18
RPL19A TOR yeast	106	105	99	98	94	95	99	97	105	104
ZTA DNA inh	19	5	-15	-2	2	-13	10	·	3	-7
MEP2-GFP yeast	103	107	104	100	89	98	110	99	103	95

# Continuation.
(31) CCN1C(=O)[C@@H]2[C@@H](c3ccc(-c4ccccc4)cc3)N3CCC[C@@]3(C(=O)OC)[C@@H]2C1=O
(32) COc1ccc(CCNC(=O)COC(=O)c2ncc(Cl)c(Cl)c2Cl)cc1OC
(33) CC(C)CCN1CCN=C1N(C)C
(34) CCCC1(C(=O)OC)NC(c2ccc(OC)cc2OC)C2C(=O)N(c3cccc(C(C)=O)c3)C(=O)C21 (stereo unspecified)
(35) CCOC(=O)N1CCN(c2nc(-c3cccs3)cc(C(F)(F)F)n2)CC1
(36) Cc1cc(C)c(NC(=O)NC(=O)c2cccc(F)c2)c(C)n1
(37) Cc1ccc(C(=O)N/N=c2\sc3ccccc3n2C)cc1
(38) O=C(Nc1ccccc1)C1=C[C@@H](c2ccc3c(c2)OCO3)C[C@@H](OCCCCO)O1
(39) Cc1cccc(C)c1OCC(=O)NCc1nnc(SCC(=O)NC2CCCCC2C)n1C (stereo unspecified)
(40) N[C@@H](Cc1ccccc1)C(=O)N1CCOCC1
Assay by compound	31	32	33	34	35	36	37	38	39	40
LAP4 TOR yeast	101	101	100	94	95	101	89	111	105	89
proCasp7 act	-12	-1	-4	-4	8	11	-1	-3	-3	-7
AHR activator	-2	-1	3	1	-6	2	95*	31	-3	-1
proCasp3 act	-5	3	9	-5	-4	4	3	-6	-7	1
EBNA-1 inhibitor	·	·	-13	-3	-12	20	-2	0	-2	3
RPL19A TOR yeast	100	101	99	106	96	105	98	93	100	99
ZTA DNA inh	·	·	-3	-11	11	16	14	10	0	0
MEP2-GFP yeast	95	102	99	102	99	104	99	87	106	101

(41) COc1cccc(OC)c1C(=O)Nc1cccc2c1CCCC2
(42) CCOC(=O)c1cccc(NC(=O)C(NS(=O)(=O)c2ccc3c(c2)CCN3C(C)=O)C(C)C)c1 (stereo unspecified)
(43) COc1ccc2[nH]c3ccccc3c2c1
(44) COC(=O)C1CCN(C(=O)CCC2CCCCC2)CC1
(45) COc1cccc(C(C(=O)NCC2CCCO2)N(C(=O)Cn2nnc3ccccc32)c2ccccc2C(C)=O)c1OC (stereo unspecified)
(46) NC(=O)c1ccc(NS(=O)(=O)c2ccc3ccccc3c2)cc1
(47) Cc1ccc(-c2cc(C(=O)N3CCN(C(=O)c4ccco4)CC3)no2)cc1
(48) Cc1ccc2[nH]c(CNC(=O)c3ccccc3F)cc2c1
(49) CC1CCN(C2CCN(S(=O)(=O)c3ccc(F)cc3)CC2)CC1
(50) COc1ccc(CNc2nc(-c3cccnc3)nn2C(C)=O)cc1
Assay by compound	41	42	43	44	45	46	47	48	49	50
LAP4 TOR yeast	105	100	105	96	92	96	105	111	109	101
proCasp7 act	8	4	11	8	8	-4	-5	9	1	-3
AHR activator	3	1	5	24	4	2	15	19	0	11
proCasp3 act	2	6	9	5	7	-5	2	9	-4	1
EBNA-1 inhibitor	-4	3	-8	0	-7	-3	10	2	7	10
RPL19A TOR yeast	104	99	101	95	106	104	100	109	99	101
ZTA DNA inh	-16	-15	-12	-13	1	-17	-22	8	-6	3
MEP2-GFP yeast	117	105	105	104	105	98	105	104	99	111

(51) CC1CCN(C(=O)Cn2c(=O)n(CCc3ccccc3)c(=O)c3ccccc32)CC1
(52) CN(C)NC1=CC(=[N+]2CCCC2)CC(C)(C)C1
(53) COc1ccc(-c2nnc(SCc3cccc(C#N)c3)o2)cc1
(54) COc1ccc(N(C)C(=O)CCS(=O)(=O)c2cccc3nonc23)cc1
(55) CCC(=O)NC(=S)Nc1ccc(NC(=O)c2ccc([N+](=O)[O-])cc2)cc1
(56) COc1ccc(-c2cc3ccc(OCC(C)=O)cc3oc2=O)cc1OC
(57) O=C(CSc1ncnc2scc(-c3ccccc3)c12)Nc1ccc(C(=O)O)cc1
(58) CCN(CC)S(=O)(=O)c1cc(C(=O)Oc2cccc(-c3cnc4ccccc4n3)c2)ccc1OC
(59) COc1ccc(CNC(=O)c2ccc(N3CCC4(CC3)CC(c3ccc(Cl)cc3)=NO4)c(N)c2)cc1
(60) O=[N+]([O-])c1ccc(O)c(C2=NNC(c3ccccc3F)C2)c1 (stereo unspecified)
(61) O=C(Nc1ccc(Cl)c(Cl)c1)Nc1ccon1
(62) CN(C)/C=N/S(=O)(=O)c1cccn1-c1ncc(C(F)(F)F)cc1Cl
Assay by compound	51	52	53	54	55	56	57	58	59	60	61	62
LAP4 TOR yeast	98	103	97	98	86	92	128	·	126	117	75	92
proCasp7 act	2	-1	-2	8	9	10	-3	5	4	-15	1	0
AHR activator	28	-1	-6	4	9	7	1	6	1	12	71*	2
proCasp3 act	-2	7	-1	-4	5	-2	4	-12	-5	-4	-5	-10
EBNA-1 inhibitor	-1	5	-9	-2	-9	2	-4	14	5	6	3	3
RPL19A TOR yeast	102	101	95	103	95	91	98	·	97	100	101	98
ZTA DNA inh	11	13	-7	0	5	-6	0	3	-8	4	15	-19
MEP2-GFP yeast	105	102	92	97	96	107	109	·	94	93	87	96

# No enrichment for hits; any-hit rate near 3.8%.
